Assay outcomes as filed in PubChem BioAssay.
EPAC2 antag: blocks human EPAC2 exchange factor; EPAC2 GEF exchange of Rap1B-BODIPY-GDP, fluorescence; Potency, µM (top dose mostly 114 µM), for inactives: at the top dose activity, negative = inhibition, usual class: inhibitors; actives 0.18% (n = 360,000); AID 720708; further: potency means the concentration at half of the fitted maximal effect; on the % scale 0 is the no-effect control and ±100 the full control effect; nearly all actives have a fitted effect of over 45% in size; many of its hits are not listed in these tables
CCT modulator: cytosolic chaperonin activity modulation. AID 651819. activity change, % (concentration not given with the values), hits read low. purified chaperonin ATPase assay, HTRF ADP detection, 30 min. actives 0.3% (n = 360,000); in the data active means activity change below about -30%; further: on the % scale 0 is the no-effect control and ±100 the full control effect
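TRiC (40 or 20 nM final, by batch activity) in 30 mM Tris pH 7.4, 100 mM KCl, 5 mM MgCl2, 1 mM DTT was treated with compound at 76 uM single dose, then 10 uM ATP, 30 min at 37 °C. ADP was read by HTRF Transcreener.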
PLK1 PBD block: blocks phosphopeptide binding to human PLK1 polo-box domain. Potency, µM, for inactives: max response, negative = inhibition, hits mostly inhibitors. P53350. Plk1 PBD binding of FITC phosphopeptide, fluorescence polarization. actives 2.8% (n = 360,000); further: potency means the concentration at half of the fitted maximal effect; series mostly up to about 57 µM; on the % scale 0 is the no-effect control and ±100 the full control effect; nearly all actives have a fitted effect of over 65% in size
WRN helicase inh: blocks human WRN helicase | Q14191 | WRN helicase unwinding, fluorescent forked duplex, kinetic | Potency, µM (titrated, usually from 114 µM), without a hit: at the top dose activity change, negative = inhibition, most hits filed as inhibitors | actives 0.46% (n = 360,000); further: potency means the concentration at half of the fitted maximal effect; on the % scale 0 is the no-effect control and ±100 the full control effect; nearly all actives have a fitted effect of over 55% in size
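Enzyme (20 nM final) and test compound sit together 15 min at room temperature before substrate addition. Substrate is a single-forked duplex oligonucleotide (100 nM) labelled with fluorophore and quencher, with 2 mM ATP; helicase unwinding raises red fluorescence, read kinetically.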
MmCpn inh: blocks the Methanococcus maripaludis chaperonin Mm-Cpn; Potency, µM (titrated, usually from 76.9 µM), for inactives: at the top dose activity, negative = inhibition, usual class: inhibitors; actives 0.031% (n = 330,000); purified Mm-Cpn ATPase, ADP Transcreener TR-FRET; further: potency means the concentration at half of the fitted maximal effect; on the % scale 0 is the no-effect control and ±100 the full control effect; nearly all actives have a fitted effect of over 80% in size
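TR-FRET (320 nm excitation; 590 and 665 nm emission) reports ADP made from 10 uM ATP by 25 nM enzyme; compounds were preincubated 10 min, reaction run 30 min, both at 37°C.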
EPAC1 agonist: activates human EPAC1 exchange factor. O95398. EPAC1 agonist qHTS, biochemical assay; response scale: 100% = response to 6.5 mM cAMP. Potency, µM (top dose mostly 154 µM), for the others: at the top dose activation, actives largely listed as activators. actives 0.073% (n = 360,000). AID 720707; further: potency means the concentration at half of the fitted maximal effect; nearly all actives have a fitted effect of over 60% in size
Target sequence (O95398 whole entry, looked up): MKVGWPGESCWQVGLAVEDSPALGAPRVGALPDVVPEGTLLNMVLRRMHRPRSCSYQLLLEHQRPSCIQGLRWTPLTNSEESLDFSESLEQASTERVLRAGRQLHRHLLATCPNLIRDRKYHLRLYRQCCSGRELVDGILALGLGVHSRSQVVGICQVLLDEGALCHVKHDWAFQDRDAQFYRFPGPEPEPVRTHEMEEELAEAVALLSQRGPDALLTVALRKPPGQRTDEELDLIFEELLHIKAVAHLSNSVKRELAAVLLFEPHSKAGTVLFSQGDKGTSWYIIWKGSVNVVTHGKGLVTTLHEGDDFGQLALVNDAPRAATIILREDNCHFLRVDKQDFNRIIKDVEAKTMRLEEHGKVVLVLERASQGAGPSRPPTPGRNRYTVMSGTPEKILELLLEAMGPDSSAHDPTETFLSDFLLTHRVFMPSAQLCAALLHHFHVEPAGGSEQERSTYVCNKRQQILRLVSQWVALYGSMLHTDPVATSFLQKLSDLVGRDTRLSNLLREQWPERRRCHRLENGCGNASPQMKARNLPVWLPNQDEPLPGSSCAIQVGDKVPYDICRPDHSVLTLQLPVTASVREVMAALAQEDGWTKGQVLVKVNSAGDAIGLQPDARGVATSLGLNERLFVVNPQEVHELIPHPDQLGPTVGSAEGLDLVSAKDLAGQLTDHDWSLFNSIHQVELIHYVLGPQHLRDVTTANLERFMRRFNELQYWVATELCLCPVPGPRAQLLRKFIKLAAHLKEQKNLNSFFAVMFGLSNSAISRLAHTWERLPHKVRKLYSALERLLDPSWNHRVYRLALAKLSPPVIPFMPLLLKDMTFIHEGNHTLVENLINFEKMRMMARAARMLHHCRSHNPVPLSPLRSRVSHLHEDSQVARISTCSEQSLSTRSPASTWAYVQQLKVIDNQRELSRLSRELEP
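Compounds were pinned as a concentration titration into mixtures of EPAC1 (100 nM), BODIPY-GDP-loaded Rap1B (250 nM) and GDP (50 uM). After 5 min at room temperature, fluorescence was followed for 30 min; activity was scaled to 6.5 mM cAMP.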
EPAC1 antag: blocks human EPAC1 exchange factor; O95398; EPAC1 GEF assay, Rap1b-BODIPY-GDP exchange fluorescence; Potency, µM (top dose mostly 115 µM), inactives show at the top dose activity change, negative = inhibition, actives largely listed as inhibitors; actives 0.14% (n = 360,000);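 further: potency means the concentration at half of the fitted maximal effect; plate controls were vehicle for no effect and positive control for full effect; nearly all actives have a fitted effect of over 50% in size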
PI5P4K alpha inh: PI5P4K alpha (human) kinase inhibition; P48426; PI5P4Kalpha enzyme, ADP-Glo luminescence, 60 min; stronger effect = lower value; max response, %; actives 1.2% (n = 330,000); AID 652105; active means max response of -50% or lower; inconclusive means between -30% and -50%; inactive means -30% or higher; further: value at the top dose of about 77 µM; on the % scale 0 is the no-effect control and ±100 the full control effect
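Controls without substrate or without enzyme flank wells where PI5P4Kalpha converts substrate using 5 microM ATP (final). Incubation lasts 60 minutes at room temperature; ADP formed is read by ADP-Glo luminescence.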
Active calls of the source: *; & = joins results of further samples; [ ] = another dose, or the depositor's remark. Unless noted, the call rests on the fitted dose curve; in most records, active means well fitted curve in the direction sought with a large enough effect; inconclusive means small, poorly fitted or top-dose-only effect, or another doubt; inactive means no such curve, though single readings can be large; an effect the other way counts as inactive or inconclusive. An excerpt; count on the stated rates, not on these rows.

O=C(Nc1ccc(OC(=O)c2cccnc2)cc1)c1cccnc1 was read as EPAC2 antag -2%, CCT modulator -5.2, PLK1 PBD block -8%, WRN helicase inh 4%, MmCpn inh 1%, EPAC1 agonist 0%, EPAC1 antag -1% and PI5P4K alpha inh 0.
For COc1ccc([N+](=O)[O-])cc1NC(=O)c1ccc(N(Cc2ccccc2Cl)S(C)(=O)=O)cc1 the results were EPAC2 antag 1%, CCT modulator -2.7, PLK1 PBD block 4%, WRN helicase inh -15%, MmCpn inh -4%, EPAC1 agonist -2%, EPAC1 antag -16% and PI5P4K alpha inh 10.
For CCN1CCN(S(=O)(=O)c2ccc(Cl)c(C(=O)N(C)Cc3ccc(Cl)cc3Cl)c2)CC1 the results were EPAC2 antag -6%, CCT modulator -1.5, PLK1 PBD block -5%, WRN helicase inh -23%, MmCpn inh -2%, EPAC1 agonist 2%, EPAC1 antag -21% and PI5P4K alpha inh 1.
Nc1cn(C2OC(CO)C(O)C2O)c(=O)[nH]c1=O (configuration not stated) was read as EPAC2 antag 10%, CCT modulator -1.5, PLK1 PBD block -5%, WRN helicase inh 0%, MmCpn inh -1%, EPAC1 agonist 23%, EPAC1 antag 12% and PI5P4K alpha inh 0.
Screening Cn1nc(-c2ccc(Cl)cc2)c2cc(C(=O)NCCCN3CCOCC3)sc21 returned EPAC2 antag 6%, CCT modulator -1.0, PLK1 PBD block -7%, WRN helicase inh 1%, MmCpn inh 3%, EPAC1 agonist 1%, EPAC1 antag -17% and PI5P4K alpha inh 4.
For Cc1cc(Cl)ccc1OCC(=O)NNC(=O)CCOc1ccccc1 the results were EPAC2 antag 0%, CCT modulator -1.4, PLK1 PBD block 2%, WRN helicase inh 3%, MmCpn inh inconclusive, EPAC1 agonist 2%, EPAC1 antag 3% and PI5P4K alpha inh -7.
CC1CCCCN1C(=O)c1cc2c(=O)n3ccccc3nc2s1 (configuration not stated) was read as EPAC2 antag -10%, CCT modulator 0.7, PLK1 PBD block -15%, WRN helicase inh 4%, MmCpn inh -5%, EPAC1 agonist 8%, EPAC1 antag -3% and PI5P4K alpha inh -10.
`CC1Cc2ccccc2N1C(=O)CSc1nc(-c2ccccc2)cs1` (configuration not stated) gave EPAC2 antag -6%, CCT modulator -1.8, PLK1 PBD block -8%, WRN helicase inh -6%, MmCpn inh -4%, EPAC1 agonist 6%, EPAC1 antag -15% and PI5P4K alpha inh -3.
`COc1ccc(-c2coc3c(C)c4oc(=O)c(CCC(=O)O)c(C)c4cc23)cc1` gave EPAC2 antag -14%, CCT modulator 0.8, PLK1 PBD block inconclusive, WRN helicase inh inconclusive, MmCpn inh 1%, EPAC1 agonist -4%, EPAC1 antag inconclusive and PI5P4K alpha inh inconclusive.
For Cn1cccc1C(=O)N1CCN(c2cccc(C(F)(F)F)c2)CC1 the results were EPAC2 antag 1%, CCT modulator -4.5, PLK1 PBD block -6%, WRN helicase inh 8%, MmCpn inh -1%, EPAC1 agonist 6% and EPAC1 antag 6%.
`O=C(COc1ccccc1)Nc1nc(-c2ccncc2)cs1` gave EPAC2 antag -4%, CCT modulator 1.4, PLK1 PBD block 27µM*, WRN helicase inh 1%, MmCpn inh 1%, EPAC1 agonist 11%, EPAC1 antag -6% and PI5P4K alpha inh -25.
Screening COc1ccc(C)cc1NC(=O)NCc1ccccc1F returned EPAC2 antag -8%, CCT modulator -2.9, PLK1 PBD block -9%, WRN helicase inh -5%, MmCpn inh 1%, EPAC1 agonist -3%, EPAC1 antag -15% and PI5P4K alpha inh 1.
Screening c1ccc(COc2ccc(-c3cc4nc(NCCN5CCOCC5)ccn4n3)cc2)cc1 returned EPAC2 antag 0%, CCT modulator -0.5, PLK1 PBD block 6%, WRN helicase inh -6%, EPAC1 agonist -9%, EPAC1 antag -5% and PI5P4K alpha inh -1.
`NS(=O)(=O)c1ccc(CCN=Cc2ccccc2O)cc1` gave EPAC2 antag 11%, CCT modulator 0.3, PLK1 PBD block -8%, WRN helicase inh -24%[57.1 µM], MmCpn inh 1%, EPAC1 agonist -6%, EPAC1 antag -5% and PI5P4K alpha inh -7.
Cc1cc(OCC(=O)NCC2CCC(C(=O)O)CC2)c2c(C)c(Cc3ccccc3)c(=O)oc2c1 (configuration not stated) was read as EPAC2 antag 2%, CCT modulator -2.2, PLK1 PBD block inconclusive, WRN helicase inh 2%, MmCpn inh 0%, EPAC1 agonist -27%, EPAC1 antag 2% and PI5P4K alpha inh 2.

Random excerpt: three compounds from above.
Screening Cn1nc(-c2ccc(Cl)cc2)c2cc(C(=O)NCCCN3CCOCC3)sc21 returned EPAC2 antag 6%, CCT modulator -1.0, PLK1 PBD block -7%, WRN helicase inh 1%, MmCpn inh 3%, EPAC1 agonist 1%, EPAC1 antag -17% and PI5P4K alpha inh 4.
For CCN1CCN(S(=O)(=O)c2ccc(Cl)c(C(=O)N(C)Cc3ccc(Cl)cc3Cl)c2)CC1 the results were EPAC2 antag -6%, CCT modulator -1.5, PLK1 PBD block -5%, WRN helicase inh -23%, MmCpn inh -2%, EPAC1 agonist 2%, EPAC1 antag -21% and PI5P4K alpha inh 1.
For Cc1cc(Cl)ccc1OCC(=O)NNC(=O)CCOc1ccccc1 the results were EPAC2 antag 0%, CCT modulator -1.4, PLK1 PBD block 2%, WRN helicase inh 3%, MmCpn inh inconclusive, EPAC1 agonist 2%, EPAC1 antag 3% and PI5P4K alpha inh -7.

Additional results follow:
For O=C(CSc1nc2[nH]c(=O)[nH]c(=O)c2s1)Nc1cccc(F)c1 the results were EPAC2 antag 0%, CCT modulator -0.5, PLK1 PBD block -13%, WRN helicase inh -5%, MmCpn inh -1%, EPAC1 agonist 9%, EPAC1 antag -1% and PI5P4K alpha inh -18.
For Cc1cc(S(=O)(=O)Nc2ncnc3sccc23)ccc1F the results were EPAC2 antag -5%, CCT modulator -2.1, PLK1 PBD block -20%, WRN helicase inh -2%, EPAC1 agonist 1%, EPAC1 antag 2% and PI5P4K alpha inh -9.
Screening COc1ccc(N(C)S(=O)(=O)c2cccc(C(=O)Nc3nc(C)c(C(C)=O)s3)c2)cc1 returned EPAC2 antag 2%, CCT modulator 1.1, PLK1 PBD block -26%, WRN helicase inh -7%, MmCpn inh -14%, EPAC1 agonist 3%, EPAC1 antag -5% and PI5P4K alpha inh -2.
CCN(CC)C(=O)Cn1cc(S(=O)(=O)CC(=O)NCCc2ccc(OC)c(OC)c2)c2ccccc21 was read as EPAC2 antag -7%, CCT modulator -1.1, PLK1 PBD block -17%, WRN helicase inh -7%, MmCpn inh -23%, EPAC1 agonist 5%, EPAC1 antag -8% and PI5P4K alpha inh 0.
`COc1ccc(CCNC(=O)Cc2cccc(C(F)(F)F)c2)cc1OC` gave EPAC2 antag 15%, CCT modulator 0.9, PLK1 PBD block -11%, WRN helicase inh 3%, MmCpn inh 3%, EPAC1 agonist -2%, EPAC1 antag -4% and PI5P4K alpha inh 0.
Screening Cc1ccc(/C=C/C(=O)OCC(=O)Nc2cccnc2Cl)cc1 returned EPAC2 antag 8%, CCT modulator -0.4, PLK1 PBD block 2%, WRN helicase inh 4%, MmCpn inh -1%, EPAC1 agonist -1%, EPAC1 antag -14% and PI5P4K alpha inh 1.
`CCCCCN(C(=O)COC(=O)c1ccc(Br)o1)c1c(N)n(CCCC)c(=O)[nH]c1=O` gave EPAC2 antag 18%, CCT modulator -1.5, PLK1 PBD block -8%, WRN helicase inh -30%, MmCpn inh 2%, EPAC1 agonist -31%[inhibitor], EPAC1 antag 22% and PI5P4K alpha inh 1.
`Cc1onc(-c2ccccc2Cl)c1C(=O)N1CCN(c2nc3ccccc3s2)CC1` gave EPAC2 antag -9%, CCT modulator -0.7, PLK1 PBD block -15%, WRN helicase inh -17%, MmCpn inh 2%, EPAC1 agonist 14%, EPAC1 antag -25% and PI5P4K alpha inh 4.
`COC(=O)c1scc(C)c1NC(=O)CSc1ccc(Cl)cc1` gave EPAC2 antag -8%, CCT modulator -0.9, PLK1 PBD block -3%, WRN helicase inh -4%, MmCpn inh 2%, EPAC1 agonist -12%, EPAC1 antag -20% and PI5P4K alpha inh -1.
For O=C(Nn1c(Cc2cccs2)nc2ccccc2c1=O)c1ccc(F)c(F)c1 the results were EPAC2 antag 13%, CCT modulator -0.2, PLK1 PBD block -3%, WRN helicase inh -4%, MmCpn inh 0%, EPAC1 agonist -10%, EPAC1 antag 14% and PI5P4K alpha inh -1.
O=C(CN1CCN(Cc2ccccc2)CC1)Nc1cccc(Br)c1 was read as EPAC2 antag 2%, CCT modulator -0.7, PLK1 PBD block 2%, WRN helicase inh 6%, MmCpn inh 2%, EPAC1 agonist 2%, EPAC1 antag 6% and PI5P4K alpha inh -1.
`CCOC(=O)C1=C(C)N(C)C(C)=C(C(=O)OCC)C1c1ccccc1` gave EPAC2 antag 6%, CCT modulator -2.4, PLK1 PBD block 0%, WRN helicase inh -2%, MmCpn inh -9%, EPAC1 agonist -10%, EPAC1 antag -2% and PI5P4K alpha inh 11.
Screening O=C(O)c1ccc2c(=O)n3c(nc2c1)/C(=C/c1cccc(Cl)c1Cl)CCCC3 returned EPAC2 antag -2%, CCT modulator 0.0, PLK1 PBD block -15%, WRN helicase inh -5%, MmCpn inh 0%, EPAC1 agonist -9%, EPAC1 antag -9% and PI5P4K alpha inh -73*.
O=C(NCc1cccs1)c1ccc(CS(=O)Cc2ccc(Cl)cc2)o1 (configuration not stated) was read as EPAC2 antag 7%, CCT modulator 0.8, PLK1 PBD block 0%, WRN helicase inh 5%, EPAC1 agonist 16%, EPAC1 antag 10% and PI5P4K alpha inh 1.
For CCn1c(=N)n(CC(O)COc2cccc(C)c2)c2ccccc21 (configuration not stated) the results were EPAC2 antag 4%, CCT modulator -2.0, PLK1 PBD block -2%, WRN helicase inh 0%, MmCpn inh 0%, EPAC1 agonist 13% and EPAC1 antag -13%.
`COc1cc(NC(=O)c2csc(N)n2)cc(C(=O)Nc2cccc(C(F)(F)F)c2)c1` gave EPAC2 antag -6%&9%, CCT modulator -4.5&-1.0, PLK1 PBD block -18%&-6%, WRN helicase inh -5%&3%, MmCpn inh -2%, EPAC1 agonist 0%&-11%, EPAC1 antag -2%&-20% and PI5P4K alpha inh -12&-2.
Screening COc1ccc(C)cc1NC(=O)c1ccc([N+](=O)[O-])cc1[N+](=O)[O-] returned EPAC2 antag 1%, CCT modulator -1.4, PLK1 PBD block -5%, WRN helicase inh 7%, MmCpn inh 1%, EPAC1 agonist -11%, EPAC1 antag -9% and PI5P4K alpha inh 3.
